Screens as filed in PubChem.
G9a inh – inhibitors of human histone lysine methyltransferase G9a | Q96KQ7 | G9a H3K9 monomethylation, AlphaScreen, 2 h | Potency, µM (titrated, usually from 102 µM), for inactives: top-dose activity, negative = inhibition, actives largely listed as inhibitors | actives 8.8% (n = 350,000); note: % is set by controls: 0 for no effect and ±100 for the full control effect; nearly all actives have a fitted effect of over 75% in size
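Using a bead-based AlphaScreen, monomethylated H3K9 product from 2 h room-temperature reactions (G9a 20 nM, peptide 500 nM, SAM 20 uM) was detected with 0.5 ug/mL rabbit anti-H3K9me1 antibody.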
JMJD2A Tudor – JMJD2A Tudor domain (human) inhibition; AlphaScreen JMJD2A-Tudor / H3K4me3 peptide binding; Potency, µM (top dose mostly 114 µM), without a hit: top-dose activity change, negative = inhibition, most hits filed as inhibitors; actives 4.4% (n = 390,000); note: % is set by controls: 0 for no effect and ±100 for the full control effect; nearly all actives have a fitted effect of over 50% in size
BAZ2B block – BAZ2B (human) inhibition. AlphaScreen BAZ2B-H3K14Ac peptide displacement. actives 4.4% (n = 360,000). Potency, µM (highest dose often 114 µM), inactives show top-dose activity change, negative = inhibition, actives largely listed as inhibitors. Q9UIF8. AID 504333; note: % is set by controls: 0 for no effect and ±100 for the full control effect; nearly all actives have a fitted effect of over 60% in size
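Multi-concentration screen (max 110 uM) measuring displacement of acetylated histone H3 peptide from BAZ2B by AlphaScreen, using 50 nM protein, 50 nM peptide and 10 ug/mL streptavidin donor plus Ni-chelate acceptor beads.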
BLM helicase inh – blocks DNA unwinding by human BLM helicase | recombinant BLM DNA unwinding, fluorescence dequenching | AID 2528 | actives 0.2% (n = 350,000) | Potency, µM (top dose mostly 56.1 µM), for inactives: top-dose activity change, negative = inhibition, most hits filed as inhibitors | P54132;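 note: plate controls were vehicle for no effect and no enzyme for full effect; nearly all actives have a fitted effect of over 35% in size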
Pin1 inh – inhibitors of human Pin1; Pin1 FP peptide displacement, HiFluor488, 10 min; actives 0.009% (n = 390,000); Potency, µM (top dose mostly 115 µM), inactives show at the highest dose activity, negative = inhibition, usual class: inhibitors; AID 504891; active = well fitted inhibition curve with a large enough effect in the polarisation, with a control signal flat, not every such curve was filed as active; inconclusive = small, poorly fitted or top-dose-only effect, or effect the other way, or a change in a side signal; inactive = no such curve, though single readings can be large or run the other way; the % refers to the polarisation; note: % is set by controls: 0 for no effect and ±100 for the full control effect
PGK inhibitor – T. brucei PGK inhibition; P07378; PGK/GAPDH coupled, Kinase-Glo luminescence, 60 min; Potency, µM (top dose mostly 57.5 µM), for the others: at the highest dose activity change, negative = inhibition, actives largely listed as inhibitors; actives 0.043% (n = 380,000); AID 602233; note: % is set by controls: 0 for no effect and ±100 for the full control effect; nearly all actives have a fitted effect of over 60% in size
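Luminescent ATP detection (Kinase-Glo Plus) follows a 60-minute room-temperature incubation, with wells lacking PGK as controls. Buffer: 100 mM TEA (pH 7.6), 5 mM MgCl2, 0.01% Tween-20. Coupling enzyme GAPDH (100 nM final) supplies unstable 1,3-BPG in-well.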
GLS inhibitor – inhibitors of human glutaminase (GLS); O94925; GLS enzymatic activity, qHTS titration; Potency, µM (doses to about 45.5 µM), without a hit: at the highest dose activity change, negative = inhibition, most hits filed as inhibitors; AID 624170; actives 0.21% (n = 410,000); note: % is set by controls: 0 for no effect and ±100 for the full control effect
Target sequence (O94925 whole entry, looked up): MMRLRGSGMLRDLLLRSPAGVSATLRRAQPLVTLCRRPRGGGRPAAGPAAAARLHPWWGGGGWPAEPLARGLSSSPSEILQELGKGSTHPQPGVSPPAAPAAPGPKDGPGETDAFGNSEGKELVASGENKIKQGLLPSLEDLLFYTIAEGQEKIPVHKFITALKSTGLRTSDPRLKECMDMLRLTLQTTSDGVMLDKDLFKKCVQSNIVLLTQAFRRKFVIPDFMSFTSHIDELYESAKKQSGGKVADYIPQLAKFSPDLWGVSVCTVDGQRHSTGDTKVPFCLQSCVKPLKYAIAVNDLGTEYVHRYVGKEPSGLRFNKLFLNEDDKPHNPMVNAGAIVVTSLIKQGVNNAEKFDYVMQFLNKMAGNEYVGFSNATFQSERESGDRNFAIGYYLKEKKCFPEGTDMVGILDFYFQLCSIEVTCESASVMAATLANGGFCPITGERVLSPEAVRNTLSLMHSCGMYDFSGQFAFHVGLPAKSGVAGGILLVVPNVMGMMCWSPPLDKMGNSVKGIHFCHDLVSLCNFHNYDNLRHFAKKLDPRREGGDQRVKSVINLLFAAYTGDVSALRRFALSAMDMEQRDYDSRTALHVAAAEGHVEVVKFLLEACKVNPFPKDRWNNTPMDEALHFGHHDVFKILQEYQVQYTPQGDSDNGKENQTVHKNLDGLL
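Read-out is an Amplex red fluorescence increase coupled through glutamate oxidase and HRP, measured before and after 30 min room-temperature incubation. hKGA is in 45 mM KH2PO4 (pH 8.2) with 0.02% Tween-20; glutamine added as 1mM solution.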
HP1b chromo inh – HP1-beta chromodomain-methylated histone interaction inhibition; AlphaScreen HP1-beta / biotin-H3K9me3 peptide binding; Potency, µM (highest dose often 114 µM), for inactives: top-dose activity change, negative = inhibition, actives largely listed as inhibitors; actives 0.56% (n = 390,000); P83916; note: nearly all actives have a fitted effect of over 70% in size; inactives centre near 23
Target sequence (P83916 whole entry, looked up): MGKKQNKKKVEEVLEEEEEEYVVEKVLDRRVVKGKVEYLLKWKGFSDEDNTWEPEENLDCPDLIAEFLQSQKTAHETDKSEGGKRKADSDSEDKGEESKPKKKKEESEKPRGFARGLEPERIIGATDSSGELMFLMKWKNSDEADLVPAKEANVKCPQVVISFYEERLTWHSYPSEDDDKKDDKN
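Compound inhibition of the preformed complex between 50 nM HP1-beta and 50 nM biotinylated H3K9me3 peptide was read by AlphaScreen. Buffer was PBS pH 7.4 with 0.01% Tween-20. Incubations ran 30 min at room temperature, with 10 ug/mL donor/acceptor beads.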
Pol iota inh – inhibitors of human DNA polymerase iota; actives 1% (n = 390,000); Pol iota fluorescent replication assay, 10 min; Q9UNA4; Potency, µM (series often up to 115 µM), for the others: at the highest dose activity, negative = inhibition, hits mostly inhibitors
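Pol iota at 10 nM preincubated 15 min with compounds at room temperature; reaction started with fluorescent substrate, 50 nM final. Fluorescence read kinetically at 0 and 10 min; buffer-only wells as negative control.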
Active calls of the source: *; i = inactive; ? = inconclusive; nt = not tested or not shown; [ ] = remark or other dose. Unless noted, calls come from the whole dose curve; as a rule, active = well fitted curve in the direction sought with a large enough effect; inconclusive = small, poorly fitted or top-dose-only effect, or another doubt; inactive = no such curve, though single readings can be large; an effect the other way counts as inactive or inconclusive. Potency is the fitted concentration of half-maximal effect. A portion of the library. The share of hits here may be higher or lower than overall.

SMILES	G9a inh	JMJD2A Tudor	BAZ2B block	BLM helicase inh	Pin1 inh	PGK inhibitor	GLS inhibitor	HP1b chromo inh	Pol iota inh
CCOc1ccc(NC(=O)C2CC(=O)N(C(C)C)C2)cc1 (centres undefined)	-19%[59 µM]	0%	-1%	0%	-10%	i	15%	23%	5%
COc1cccc(Nc2nc3ccc(C)cc3nc2-n2nc(C)cc2C)c1	392%[activator][59 µM]	195%[activator]	355%[activator]	-4%	4%	-8%	-2%	314%[activator]	37%[activator]
N#Cc1c(N2CCOCC2)nc(N2CCCCC2)c2c1CCN(C1CCCCC1)C2	3%[12.7 µM]	-21%	0%	2%	?	-6%	12%	2%	-4%
O=C(O)COc1ccccc1C=NNC(=O)c1ccc(NS(=O)(=O)c2cccs2)cc1	nt	?	nt	nt	-5%	i	6%	0%	-5%
O=C(CCC1CCCC1)Nc1cccc(Cc2ccncc2)c1	2%	-13%	-15%	-10%	12%	7%	-3%	35%	-19%
Cc1nc(Nc2ccc(F)cc2)[nH]c(=O)c1CCC(C)C	7%[59 µM]	-22%	15%	-5%	2%	i	10%	25%	10%
O=C(CC(c1cccs1)N1Cc2ccccc2C1=O)Nc1ccc(F)c(F)c1 (centres undefined)	-1%[59 µM]	-6%	6%	0%	18%	i	2%	33%	2%
O=[N+]([O-])c1ccc(Cl)c(S(=O)(=O)Nc2ccc(-c3ccc(N4CCCC4)nn3)cc2)c1	50µM*	-34%	-8%	nt	3%	-10%	60%[activator]	0%	?
CCOC(=O)c1c(NC(=O)COc2ncnc3ccccc23)sc(C)c1C	11%[59 µM]	-17%	4%	-5%	0%	-9%	10%	24%	6%
COc1ccc([C@@H]2[C@@H]3C(=O)N(C(C)(C)C)C(=O)[C@@H]3[C@]3(C)C(=O)N(c4cccc(Cl)c4)C(=O)N23)cc1	12%[12.7 µM]	-20%	5%	nt	0%	-9%	3%	40%[activator]	30%
Cc1ccc(C(C)C)c(OCC(=O)NN=C2CCCC(=O)C2)c1	nt	-34%	nt	nt	?	-8%	6%	-1%[57 µM]	66%[activator]
Cc1ccc(S(=O)(=O)N2CCc3ccccc3C2)cc1	103%[activator]	31%[activator]	37%	-2%	0%	2%	-5%	38%[activator]	-2%
O=C(NCc1ccccc1)c1ccc(CN2CCOCC2)cc1	-46%	-2%	-20%	4%	5%	-2%	9%	19%	3%
Cc1cccc(NC(=O)c2cc(S(=O)(=O)N3CCCC3)cn2C)c1	?	-8%	-2%	-3%	-2%	-4%	4%	23%	?
Cc1ccc2cc(C#N)c(N3CCCN(C(=S)NCCCN(C)C)CC3)nc2c1	31%	-18%	1%	5%	21%	-4%	-5%	43%[activator]	22%
COC(=O)CSc1nnc(CNC(=O)c2ccc(S(=O)(=O)N3CCCCC3)cc2)n1C	5%	-14%	1%	-2%	-1%	-6%	5%	17%	31%[activator]
CCCOc1cccc(C(=O)N(Cc2ccc(OC)c(OC)c2)C2CCS(=O)(=O)C2)c1 (centres undefined)	4%[59 µM]	-14%	-2%	0%	0%	-8%	0%	14%	2%
COc1ccc(N2CC(C(=O)N3CCN(c4ccccc4OC)CC3)CC2=O)cc1 (centres undefined)	5%	-9%	-12%	-4%	0%	-6%	17%	30%	15%
O=C(COc1ccccc1)NCC(c1ccco1)N1CCN(c2ccc(F)cc2)CC1 (centres undefined)	-52%	?	?	nt	-4%	5%	14%	-13%	10%
COc1ccc(S(=O)(=O)NCCSc2ccc(C)cc2)cc1OC	1%	0%	14%	-8%	1%	-5%	4%	48%[activator]	5%
CCCOC(=O)c1ccc(NC(=O)c2cnccn2)cc1	-6%	-11%	-6%	0%	-2%	-8%	0%	29%	-3%
CC(Cc1ccccc1)=NNS(=O)(=O)c1ccc([N+](=O)[O-])cc1	nt	-8%	nt	nt	-7%	0%	-9%	26%	6%
Cc1ccc(NC(=O)c2ccco2)c(NC(=O)c2ccccc2C)c1	16%	50µM*	-2%	1%	1%	-8%	-1%	32%	95%[activator]
Cc1cc(NC(=O)Nc2cccc(C(F)(F)F)c2)n(C)n1	8%	-13%	1%	-1%	0%	-3%	4%	7%	46%[activator]
COc1ccccc1-c1cc(C(=O)NC(C)c2ccccc2)no1 (centres undefined)	5%	2%	7%	-12%	-6%	-4%	0%	26%	-4%[58.9 µM]

Quoted from above for reference:
SMILES	G9a inh	JMJD2A Tudor	BAZ2B block	BLM helicase inh	Pin1 inh	PGK inhibitor	GLS inhibitor	HP1b chromo inh	Pol iota inh
CCOc1ccc(NC(=O)C2CC(=O)N(C(C)C)C2)cc1 (centres undefined)	-19%[59 µM]	0%	-1%	0%	-10%	i	15%	23%	5%
COc1cccc(Nc2nc3ccc(C)cc3nc2-n2nc(C)cc2C)c1	392%[activator][59 µM]	195%[activator]	355%[activator]	-4%	4%	-8%	-2%	314%[activator]	37%[activator]
N#Cc1c(N2CCOCC2)nc(N2CCCCC2)c2c1CCN(C1CCCCC1)C2	3%[12.7 µM]	-21%	0%	2%	?	-6%	12%	2%	-4%
O=C(O)COc1ccccc1C=NNC(=O)c1ccc(NS(=O)(=O)c2cccs2)cc1	nt	?	nt	nt	-5%	i	6%	0%	-5%
O=C(CCC1CCCC1)Nc1cccc(Cc2ccncc2)c1	2%	-13%	-15%	-10%	12%	7%	-3%	35%	-19%
Cc1nc(Nc2ccc(F)cc2)[nH]c(=O)c1CCC(C)C	7%[59 µM]	-22%	15%	-5%	2%	i	10%	25%	10%

The results go on:
SMILES	G9a inh	JMJD2A Tudor	BAZ2B block	BLM helicase inh	Pin1 inh	PGK inhibitor	GLS inhibitor	HP1b chromo inh	Pol iota inh
C/C(=N\O)c1cc(Cl)ccc1O	8%	-16%	-3%	-2%	1%	-7%	12%	30%	19%
CCOC(=O)N1CCN(S(=O)(=O)c2ccc(C)cc2)CC1	12%	-8%	-19%	0%	-9%	i	-7%	30%	177%[activator]
O=C(NNc1ccc([N+](=O)[O-])cc1)Nc1ccccc1	?	-30%	-27%	1%	-1%	-10%	14%	?	7%
CC(=O)COc1ccc2c(C)c(-c3ccccc3)c(=O)oc2c1	15%[12.7 µM]	-9%	-4%	-6%	4%	6%	-4%	16%	17%
CCCCOCCCNC(=O)C1CCCCC1	20%[59 µM]	-8%	nt	-2%	0%	nt	2%	20%	4%
O=C(NNC(=O)c1ccccn1)c1ccc(OC(F)F)cc1	nt	-28%	nt	nt	-3%	-5%	0%	23%	60%[activator]
COc1ccccc1OCCOc1ccc(/C=C2/C(=N)N3OC(C)=CC3=NC2=O)cc1OC	71µM*	-36%	-26%	-10%	49%[activator]	-5%	8%	11%	4%
Cc1[nH]cnc1CSCCN	?	1µM*	?	5%	-2%	-9%	1%	-6%	-4%
C=CCN1C(=O)/C(=C2/Sc3ccc(OC)cc3N2CC)SC1=S	6%[0.501 µM]	-28%	-2%	-9%	?	-13%	0%	19%	?
COc1ccc(CCNC2=CC(=O)CC(C)(C)C2)cc1	-26%	-7%	2%	3%	-6%	i	-16%	13%	-18%
CC(C)(C)C1CCc2c(sc(NC(=O)c3cccc(Cl)c3)c2C(=O)NCc2ccco2)C1 (centres undefined)	-4%[59 µM]	7%	2%	-8%	-1%	-10%	-19%	30%	-16%
Cc1c(Cl)cccc1NC(=O)COC(=O)c1c2c(nc3ccccc13)CCN(Cc1ccccc1)C2	-32%[59 µM]	-30%	-36%	-1%	?	-3%	9%	12%	20%
COCCCNc1oc(-c2ccccc2OC)nc1C#N	3%[59 µM]	-11%	19%	-2%	-2%	0%	3%	5%	2%[58.9 µM]
CCn1nc(C(=O)OC2CCOC2=O)c2ccccc2c1=O (centres undefined)	-29%[12.7 µM]	-22%	1%	0%	-2%	-2%	-6%	19%	-15%
Cn1cc(Cl)cc(C(=O)Nc2ccccc2)c1=O	12%	-10%	-1%	-1%	-1%	nt	-5%	18%	-14%

Whole records, quoted from the list:
O=C(NNc1ccc([N+](=O)[O-])cc1)Nc1ccccc1 is listed as G9a inh: ?; JMJD2A Tudor: -30%; BAZ2B block: -27%; BLM helicase inh: 1%; Pin1 inh: -1%; PGK inhibitor: -10%; GLS inhibitor: 14%; HP1b chromo inh: ?; Pol iota inh: 7%
COc1ccc(CCNC2=CC(=O)CC(C)(C)C2)cc1 is listed as G9a inh: -26%; JMJD2A Tudor: -7%; BAZ2B block: 2%; BLM helicase inh: 3%; Pin1 inh: -6%; PGK inhibitor: i; GLS inhibitor: -16%; HP1b chromo inh: 13%; Pol iota inh: -18%
